GPR151 activ – activators of human GPR151, primary screen, cell-based, PathHunter beta-arrestin, luminescence; G-protein coupled receptor 151 (Homo sapiens), Q8TDV0; PathHunter beta-arrestin GPR151 cells; activation, % at 11.2 µM; 1% of 650,000 active; in the data active means activation above about 4.9%;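 further: 0% = median of compound wells and 100% = cells with positive control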
Target sequence (Q8TDV0 whole entry, looked up): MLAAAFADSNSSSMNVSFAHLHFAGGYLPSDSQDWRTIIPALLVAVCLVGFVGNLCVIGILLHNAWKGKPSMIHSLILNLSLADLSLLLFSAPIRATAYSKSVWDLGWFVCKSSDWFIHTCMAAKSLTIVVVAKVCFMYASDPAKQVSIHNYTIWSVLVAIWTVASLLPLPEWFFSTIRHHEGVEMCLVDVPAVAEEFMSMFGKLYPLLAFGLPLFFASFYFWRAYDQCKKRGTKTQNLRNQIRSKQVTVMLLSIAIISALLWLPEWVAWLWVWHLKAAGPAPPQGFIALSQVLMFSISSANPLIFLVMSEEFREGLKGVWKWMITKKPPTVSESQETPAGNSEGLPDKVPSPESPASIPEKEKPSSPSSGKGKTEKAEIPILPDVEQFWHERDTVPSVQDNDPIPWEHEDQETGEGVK
FBW7 activator – FBW7 E3 ligase activators, primary screen, biochemical, AlphaScreen, human. F-box/WD repeat-containing protein 7 (Homo sapiens), Q969H0. AlphaScreen FBW7–phospho-cyclin E peptide binding, activator screen. normalized activity (activation), % at 26.1 µM. 0.13% of 650,000 active. AID 1259310, 2017; in the data active means normalized activity above about 1.9%;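 further: purified mutant Fbw7 with reduced substrate affinity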
TEAD-YAP inh – TEAD-YAP interaction inhibition, primary screen, TEAD-YAP interaction inhibitor project, luminescence, HEK-TIYL cells; TEAD-Gal4/YAP UAS-luciferase luminescence; inhibition, % at 9.12 µM; 1.4% of 640,000 active; in the data active means inhibition above about 32%;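 further: 0% = median of test compound wells and 100% = reference inhibitor wells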
MITF inh – MITF inhibitors, primary screen, biochemical, AlphaScreen, human | Microphthalmia-associated transcription factor (Homo sapiens), O75030 | 0.91% of 650,000 active | AlphaScreen MITF homodimerization, bead proximity signal | inhibition, % at 2.6 µM; in the data active means inhibition above about 50%;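 further: 0% = vehicle wells with protein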
Target sequence (O75030 whole entry, looked up): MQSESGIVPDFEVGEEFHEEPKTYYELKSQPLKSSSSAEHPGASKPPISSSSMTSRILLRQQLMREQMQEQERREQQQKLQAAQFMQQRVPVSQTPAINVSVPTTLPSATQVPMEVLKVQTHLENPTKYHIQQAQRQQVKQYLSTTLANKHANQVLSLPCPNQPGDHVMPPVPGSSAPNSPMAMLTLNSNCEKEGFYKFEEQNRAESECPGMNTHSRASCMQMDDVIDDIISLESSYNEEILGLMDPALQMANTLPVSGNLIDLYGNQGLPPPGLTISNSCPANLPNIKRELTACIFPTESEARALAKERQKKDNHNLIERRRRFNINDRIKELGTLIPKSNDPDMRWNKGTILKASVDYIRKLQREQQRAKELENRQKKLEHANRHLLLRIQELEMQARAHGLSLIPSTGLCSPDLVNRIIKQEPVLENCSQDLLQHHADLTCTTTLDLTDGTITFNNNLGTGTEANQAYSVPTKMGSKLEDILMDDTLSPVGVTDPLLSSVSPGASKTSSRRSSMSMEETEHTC
* = called active by the depositor; & = joins results of further samples.

cpd	canonical_smiles	TEAD-YAP inh	GPR151 activ	MITF inh	FBW7 activator
1	COc1cc(C2C(C(=O)OCC3CCCO3)=C(C)NC3=C2C(=O)CC(c2cccs2)C3)ccc1O (stereo not drawn)	10.1	1.6	-4.6	0.2
2	O=C(CN1CCCCC1)N/N=C/c1ccc2c3c(cccc13)CC2	-7.2	1.7	-7.2	0.1
3	COc1ccc(CNS(=O)(=O)c2ccc(OC)c3ccccc23)cc1	34.3*	3.5	-5.4	0.0
4	O=C1CCCN1CCCNc1nc(Nc2ccc(-n3ccnc3)cc2)nc2c1ncn2-c1ccsc1	61.2*	0.7	9.0	0.2
5	O=C(Nc1cccs1)N1CCC(Cn2c(COc3ccccc3)nc3ccccc32)CC1	-2.1	2.8	12.3	-0.4
6	CCOc1nc(NC(=O)NS(=O)(=O)Oc2ccc(Cl)cc2)nc(-c2ccccc2)n1	-1.5	3.0	-1.3	0.2
7	COC(=O)c1cc(S(=O)(=O)N2CCN(c3ccc(C)cc3)C(C)C2)cn1C (stereo not drawn)	17.4	-0.4	12.2	0.2
8	COc1ccc(-c2cc3c(=O)n(CC(=O)NC(C)CCc4ccccc4)ncn3n2)cc1 (stereo not drawn)	-29.5	-1.5	8.1	0.0
9	COc1nsc2c(N)c([N+](=O)[O-])cc([N+](=O)[O-])c12	-7.6	0.0	5.6	-0.2
10	Cn1c(NCc2ccccc2)nc2c1c(=O)n(Cc1ccccc1F)c(=O)n2C	-2.2	4.2	-5.2	-0.1
11	CCn1c(C(C)NC(=O)COC)nc2ccccc21 (stereo not drawn)	-9.4	-1.2	-3.7	0.1
12	CCN1CCN(CCN2C(=O)C3C(C(=O)Nc4ccc(Cl)cc4)C4C=CC3(O4)C2C(=O)NC2CCCCC2)CC1 (stereo not drawn)	-10.2	-1.2	-4.5	-0.2
13	COC(=O)c1ccc2c(=O)n(CCCCCC(=O)N3CCC(C(N)=O)CC3)c(=O)[nH]c2c1	8.5	2.0	12.8	0.2
14	CN(C)CCN1C(=O)c2ccccc2N(C)c2ccccc21	-6.2	-1.6&-0.6	0.0&12.1	0.5&0.1
15	Cc1ccc(Cl)cc1N1CCN(C(=O)Cn2c(=O)[nH]c3ccccc3c2=O)CC1	7.7	0.6	-10.4	0.0

(listing goes on)
cpd	canonical_smiles	TEAD-YAP inh	GPR151 activ	MITF inh	FBW7 activator
16	NC(=O)C1CCN(c2ccc(C(=O)Nc3cc(F)cc(F)c3)cc2[N+](=O)[O-])CC1	-6.0	-0.6	6.6	0.0
17	Cc1ccc(-c2nc(C(=O)N(C)CCC#N)c3n2CCCCC3)cc1	0.8	-0.2	9.0	0.4
18	OC1CCC(Nc2nc(-c3cccs3)nc3ccccc23)CC1 (stereo not drawn)	-1.4	-0.5	6.0	0.1
19	Cc1ncc(CO)c2cc(C(N)=O)c(=Nc3cccc(C(=O)O)c3)oc12	1.1	0.1	-2.4	0.0
20	CCOc1ccc(CN2CCNC(=O)C2CC(=O)N(C)Cc2nnc(C)o2)cc1 (stereo not drawn)	4.1	1.5	7.2	0.0
21	O=C(c1nc2ccccn2c1CN1CCC(N2CCc3ccccc3C2)CC1)N1CCCC1	9.0	1.7	-4.3	0.1
22	CCCNC(=S)NNC(=O)c1cccs1	1.9	-0.3	10.8	0.1
23	O=C(CCCCn1c(=O)[nH]c2ccsc2c1=O)N1CCN(c2cccc(Cl)c2)CC1	19.4	-0.1	3.1	-0.1
24	COC(=O)c1cc2c(=O)n3cc(C)ccc3nc2n(CCCN2CCOCC2)c1=N	-34.7	-1.0	4.4	-0.2
25	Cc1nc(NN)nc(N(C)c2ccccc2)c1[N+](=O)[O-]	-11.0	-0.7	23.8	0.0
26	CSc1ccc(C(=S)N2CC(C)OC(C)C2)cc1 (stereo not drawn)	0.7	0.3	8.1	0.0
27	COc1cc(CN2CC(C)CC(C)C2)cc([N+](=O)[O-])c1O (stereo not drawn)	-9.3	-0.5	16.6	0.1
28	Cc1onc(C(=O)Nc2ccc(OC(F)(F)F)cc2)c1[N+](=O)[O-]	19.6	0.9	2.7	0.0
29	CCn1nc(C)cc1C(=O)NCC1Cc2cc(F)cc(-c3ccc(OC)nn3)c2O1 (stereo not drawn)	-13.7	-0.3	22.4	1.2
30	NC(=O)NC(=O)CN1c2cccc3cccc(c23)S1(=O)=O	2.8	1.2	5.4	-0.5

The list continues:
cpd	canonical_smiles	TEAD-YAP inh	GPR151 activ	MITF inh	FBW7 activator
31	O=c1c2c(nc3n1CCCCC3)-c1ccccc1CC21CCCCC1	11.8	-1.3	-10.1	0.2
32	CCC(=O)Nc1ccc(S(=O)(=O)N2CCCCCC2)cc1	-3.9	0.1	-6.4	-0.1
33	CS(=O)(=O)N1CCN(c2ccc(C(=O)N3CCOCC3)cc2[N+](=O)[O-])CC1	5.0	7.6*	12.8	0.7
34	O=C(CCn1c(=O)sc2ccccc21)N(Cc1ccccc1)Cc1ccccc1	5.2	2.9	1.0	0.2
35	Cc1nc2ccc(C(=O)NCc3ccccc3Cl)cc2nc1C	31.4	0.7	0.8	0.0
36	NC1=NC(=O)C2(COC(c3ccccc3)OC2)S1 (stereo not drawn)	-2.7	-0.9	9.1	-0.1
37	O=C(O)CCCC(=O)N1N=C(c2ccco2)CC1c1ccco1 (stereo not drawn)	-3.9	-0.3	-4.5	0.1
38	CCOC(=O)c1sc(NC(=O)CSc2nnc(CNC(=O)c3c(F)cccc3Cl)n2-c2cccc(C)c2)c(C(=O)OCC)c1C	-4.7	-0.7	-1.0	-0.1
39	Cc1cc(C)nc(N/N=C/c2ccc(C(C)(C)C)cc2)n1	-19.6	-0.9	6.5	-0.1
40	O=C(CN(C(=O)c1csnn1)c1ccccc1Cl)NCCc1ccccc1	-9.9	-0.2	-1.6	0.1
41	Cn1c(Nc2nc(NCc3cccnc3)c3ncn(-c4ccsc4)c3n2)nc2ccccc21	1.5	1.7	0.8	-0.1
42	COc1ccccc1C(=O)Nc1ccc(I)cc1Cl	-20.1	7.2*	-22.5	-0.1
43	O=C(NCc1ccccc1)c1c(NC(=O)C(F)(F)F)sc2c1CCCC2	-5.6	-1.2	-13.5	0.1
44	Cc1nc(SCC(=O)NC2CCCCC2)c2c(=O)n(C)c(=O)n(C)c2n1	5.2	0.2	0.6	0.7
45	Cc1cc(C(=O)NC2CCCCCCC2)c2ccccc2n1	6.4	-0.1	1.3	-0.1

Fetched by structure from the entries so far, two records:
cpd	canonical_smiles	TEAD-YAP inh	GPR151 activ	MITF inh	FBW7 activator
39	Cc1cc(C)nc(N/N=C/c2ccc(C(C)(C)C)cc2)n1	-19.6	-0.9	6.5	-0.1
44	Cc1nc(SCC(=O)NC2CCCCC2)c2c(=O)n(C)c(=O)n(C)c2n1	5.2	0.2	0.6	0.7

Among those listed so far, seven contain an aryl methoxy group.
cpd	canonical_smiles	TEAD-YAP inh	GPR151 activ	MITF inh	FBW7 activator
1	COc1cc(C2C(C(=O)OCC3CCCO3)=C(C)NC3=C2C(=O)CC(c2cccs2)C3)ccc1O (stereo not drawn)	10.1	1.6	-4.6	0.2
3	COc1ccc(CNS(=O)(=O)c2ccc(OC)c3ccccc23)cc1	34.3*	3.5	-5.4	0.0
8	COc1ccc(-c2cc3c(=O)n(CC(=O)NC(C)CCc4ccccc4)ncn3n2)cc1 (stereo not drawn)	-29.5	-1.5	8.1	0.0
9	COc1nsc2c(N)c([N+](=O)[O-])cc([N+](=O)[O-])c12	-7.6	0.0	5.6	-0.2
27	COc1cc(CN2CC(C)CC(C)C2)cc([N+](=O)[O-])c1O (stereo not drawn)	-9.3	-0.5	16.6	0.1
29	CCn1nc(C)cc1C(=O)NCC1Cc2cc(F)cc(-c3ccc(OC)nn3)c2O1 (stereo not drawn)	-13.7	-0.3	22.4	1.2
42	COc1ccccc1C(=O)Nc1ccc(I)cc1Cl	-20.1	7.2*	-22.5	-0.1

(continued)
cpd	canonical_smiles	TEAD-YAP inh	GPR151 activ	MITF inh	FBW7 activator
46	CCOc1cc(/C=C(\C#N)C(=O)Nc2ccc([N+](=O)[O-])cc2Cl)ccc1OC(C)=O	12.4	0.5	5.1	0.1
47	COc1cc(OC)cc(C(=O)Nc2ccc3oc(-c4ccc(OC)c(Cl)c4)nc3c2)c1	-10.0	-0.2	30.2	1.1
48	CCOCCOC(=O)C1=C(C)NC2=C(C(=O)CC(C)(C)C2)C1c1ccc(Br)cc1 (stereo not drawn)	2.8	-0.9	-8.7	0.2
49	Cc1ccc(S(=O)(=O)N(C)CC(=O)O/N=C(\N)c2ccccn2)cc1	-0.3	1.3	-20.1	0.2
50	CCOC(=O)c1cnc(SCC(=O)Nc2ccc(N(C)C)cc2)nc1N	9.0	1.8	-4.8	-0.1
51	CC(=O)c1cc(CN2CCN(Cc3ccccc3C)C(CCO)C2)cs1 (stereo not drawn)	11.5	-1.4	2.4	-0.1
52	CCOC(=O)CC1(c2ccc(OC)cc2)C(=O)c2ccccc2C1=O	-9.2	-1.4	-12.0	0.2
53	Cc1ccc(C)c(NC(=S)NCCCN2CCOCC2)c1	2.0&-2.5	2.1&-1.2	0.4&6.3	0.1&0.0
54	C/C(=N\Nc1ccc(S(=O)(=O)N2CCOCC2)cc1[N+](=O)[O-])c1ccc(Cl)cc1	5.1	-0.5	14.5	0.0
55	CCOC(=O)c1ccc2c(c1)C(=O)N(c1ccc(Cl)cc1Cl)C2=O	-10.0	0.3	15.3	0.1
56	COc1cc(C2CC(=O)N(CC(N)=O)c3ccccc3S2)cc(OC)c1OC (stereo not drawn)	9.1	-0.5	10.3	0.3
57	COc1ccc(-c2cc3nc(C)c(CCC(=O)NCCC(C)C)c(C)n3n2)c(OC)c1	-8.3	-0.2	-7.5	0.3
58	COc1cccc(-c2cc(C(=O)NC3CCN(Cc4ccccc4)CC3)[nH]n2)c1	8.8	1.3	2.5	0.5
59	COc1ccc(CNC(=O)CCCn2c(=O)[nH]c3ccccc3c2=O)cc1	-3.4	7.0*	-9.0	-0.1
60	Cc1ccccc1-n1c(C)nc2ccccc2c1=S	-0.2	-0.2	-6.1	0.3

Next section.
cpd	canonical_smiles	TEAD-YAP inh	GPR151 activ	MITF inh	FBW7 activator
61	CCOc1c(C=O)cc(Cl)cc1OC	4.2	2.0	10.4	0.1
62	COc1ccc(NC(=O)CSc2nc(-c3ccccc3)c(-c3ccccc3)o2)cc1	-4.4	-0.5	-4.3	-0.1
63	CC1Cc2ccccc2N1CC(=O)Nc1sc2c(c1C#N)CCC2 (stereo not drawn)	38.3*	1.0	-2.3	-0.1
64	C/C(CC(=O)Nc1ccc(F)cc1F)=N\NC(N)=S	12.9	-1.1	7.6	0.9
65	COCCC(=O)NC(C)c1nnc2n1CCN(Cc1cc(C)cc(C)c1)CC2 (stereo not drawn)	1.6	0.2	5.6	0.0
66	C=CCOc1ccc(/C(O)=C2/C(=O)C(=O)N(Cc3cccnc3)C2c2ccc(OC)cc2)c(C)c1 (stereo not drawn)	4.7	0.6	17.1	0.1
67	CCOC(=O)C1=C(C)N=c2s/c(=C\c3ccc(OC)c(OC)c3)c(=O)n2C1c1ccc(OC)c(OC)c1 (stereo not drawn)	-4.9	1.2	14.7	0.8
68	CC1CN(C(=O)c2cc3cc([N+](=O)[O-])ccc3s2)CC(C)O1 (stereo not drawn)	6.4	1.2	2.9	0.0
69	O=C(CN1CCCC(c2ncncc2-c2ccncc2)C1)N1CCOCC1 (stereo not drawn)	-8.7	-0.4	3.3	-0.2
70	CC(O)CNc1nc2ccccc2n1CC(=O)NCCc1ccc(Cl)cc1 (stereo not drawn)	2.6	-0.4	7.8	-0.1
71	NC(=O)c1cnc(-c2ccc(N3CCOCC3)nc2)s1	63.4*	-7.6	5.9	-0.1
72	CC(=O)N1CCCc2ccccc21	-4.6	0.8	-4.0	0.2
73	CC(=O)c1cccc(NC(=O)N2CCC(NC(=O)C34CC5CC(CC(C5)C3)C4)CC2)c1	8.0	-1.0	13.5	0.5
74	O=C(CC1C(=O)NCCN1Cc1cccc(F)c1F)NCCc1ccccc1 (stereo not drawn)	-5.7	-0.6	-5.3	0.0
75	COc1ccc(Nc2cc(C(=O)NCCCOC(C)C)c3ccccc3n2)c(OC)c1	11.0	0.1	-1.8	0.0
76	CCCOc1ccc(C(=O)Nc2ccc3nn(-c4ccccc4)nc3c2)cc1	2.4	0.3	2.4	-0.1
77	CCOC(=O)CSc1nc2c(sc(=S)n2-c2ccccc2OC)c(=O)n1-c1ccccc1	-10.5	-0.5	1.1	0.1

Copied from the list:
`CC1CN(C(=O)c2cc3cc([N+](=O)[O-])ccc3s2)CC(C)O1` (stereo not drawn) in MITF inh has 2.9
`COCCC(=O)NC(C)c1nnc2n1CCN(Cc1cc(C)cc(C)c1)CC2` (stereo not drawn) in GPR151 activ has 0.2
`CCOC(=O)C1=C(C)N=c2s/c(=C\c3ccc(OC)c(OC)c3)c(=O)n2C1c1ccc(OC)c(OC)c1` (stereo not drawn) in MITF inh has 14.7
`COc1ccc(NC(=O)CSc2nc(-c3ccccc3)c(-c3ccccc3)o2)cc1` in FBW7 activator has -0.1
